P. falciparum M1AAP: malaria alanyl aminopeptidase activity blockers – biochemical, fluorogenic H-Leu-NHMec substrate, 1536-well (AID 1445). recombinant M1AAP, H-Leu-NHMec fluorogenic kinetic assay; higher % means a stronger effect. inhibition, % at 30 µM; hits with a dose series show IC50 in µM. 0.42% of 220,000 active;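 active means primary inhibition above the hit cutoff, then over 50% inhibition at one or more dose response concentrations, cut at about 23% in these data, passing the limit was not always enough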;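 further: plate controls were DMSO full reaction for no effect and no enzyme background for full effect; strong numbers were not always called active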
Yfh1-off respiration: mitochondrial function rescue without frataxin homolog – Friedreich's ataxia, plus single-dose screen, dose response (AID 1465). fold induction at 50 µM; hits with a dose series show EC50 in µM. S. cerevisiae Yfh1-off respiration, WST-1 reduction, 72 h; higher fold induction means a stronger effect. 0.074% of 220,000 active;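 active means fold induction of absorbance versus untreated yeast above a set limit, then at least 30% activation at any dose in follow-up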;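 further: activators that raise dye reduction in frataxin-depleted yeast; strong numbers were not always called active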
MT stabilizer: microtubule stabilization, imaging screen; HeLa tubulin immunostaining HCS, 24 h; share of cells brighter than vehicle mean+2SD; % tubulin-high responders, % at 10 µM; 0.83% of 200,000 active; AID 2205;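 active means plate Z-score above 3 for both tubulin-high and condensed-nucleus cell shares, with cell loss under 80%, at 10 µM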;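 further: anti alpha tubulin signal scored within the nucleus-defined area of each cell; some results filed as inactive read as strong as hits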
M17LAP inhibition: P. falciparum M17LAP inhibitors, primary screen, biochemical, fluorogenic H-Leu-NHMec substrate, 1536-well (AID 1619); recombinant M17LAP, H-Leu-NHMec fluorogenic kinetic assay; higher % means a stronger effect; one-dose inhibition, % at 30 µM; IC50 in µM for titrated hits; 0.38% of 220,000 active;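 active means compound inhibiting the enzyme by more than half at any dose during confirmatory dose-response retesting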;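 further: plate controls were full reaction with DMSO carrier for no effect and no enzyme background for full effect; strong numbers were not always called active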
CSM14.1 death rescue: protection against thapsigargin-triggered cell killing – 384-well, CSM14.1, ATP luminescence, primary screen (AID 1222). CSM14.1 thapsigargin-induced death rescue, ATP luminescence; higher % means a stronger effect. cellular ATP content (survival), % at 20 µM, or EC50 in µM where a hit was titrated. 190,000 tested, under 10 active;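 active means EC50 below 50 µM in the dose-response confirmation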;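 further: death triggered by thapsigargin at about 15 µM added after 2 h compound pretreatment; cell ATP read after overnight thapsigargin exposure of roughly 18 to 22 hours; normalized against plate controls of thapsigargin alone and 5% DMSO vehicle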
Insulin prom up: MIN6 insulin promoter up-regulation. MIN6 insulin promoter-GFP reporter, high-content imaging; active compounds read high. z-score at 5 µM. 0.3% of 190,000 active. AID 1625;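 active means z-score above 3 at 5 µM with at least 500 cells counted in the well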
Lipid droplet: hepatic lipid droplet formation modulation | 0.4% of 240,000 active | AML12 mouse hepatocytes, oleate lipid droplets, BODIPY imaging | AID 1656 | inhibition, % at 6.5 µM;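 active means lipid droplet intensity inhibited by at least 50%, with more than 500 cells counted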
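Assay system: AML12 mouse liver cells | Compound: 6.5 µM single-point dosing | Schedule: Overnight exposure | Technique: Fluorescence imaging, 20x objective, two fields per well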
Autophagy mod: autophagy modulation, high-content screen. 0.98% of 190,000 active. calls only at 10 µM (by protocol). MEF GFP-LC3 puncta imaging; test concentration mostly 10 µM;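 active means percentage of spot-positive cells more than 3 SD above its plate mean, without a fluorescence outlier flag or 80% toxicity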;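 further: spot-positive cell cutoff set from DMSO-treated cells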
Dynein cargo inh: dynein cargo transport inhibition. 3617.4 mouse cells, GR-EGFP nuclear translocation imaging; test concentration mostly 20 µM; stimulated with dexamethasone, 1 µM; active compounds read low. z-score, hits read low. 0.47% of 220,000 active. AID 1381;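 active means plate z-score of nuclear minus cytoplasmic receptor signal below a set negative limit, without overly bright fluorescence or cell loss, cut at about -3.5 in these data, passing the limit was not always enough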;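 further: z-score of nuclear minus cytoplasmic ring GR-EGFP intensity difference per well; some compounds called inactive have numbers as strong as hits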
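Also added – dexamethasone, 1.0 µM final · Buffer or medium – tet-free, stripped-serum medium · Schedule – induction 48 h, compound 1 h, agonist 30 min · Detection – formaldehyde fixation, Hoechst nuclear stain, 10x automated fluorescence imaging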
Dynein cargo inh cytoplasmic EGFP: further read-out of Dynein cargo inh, marked with its call; z-score; measured here: cytoplasmic GR-EGFP intensity; active compounds read high
Dynein cargo inh nuclear GR-EGFP: further read-out of Dynein cargo inh, marked with its call; z-score; measured here: nuclear GR-EGFP intensity;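 lower value marks the stronger effect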
Dynein cargo inh cell count: recorded beside Dynein cargo inh, whose call it bears; z-score; measured here: cell count per field
Insulin prom up cell count: further read-out of Insulin prom up, marked with its call; cell count; measured here: cytotoxicity, nuclei count;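 total cells summed across four imaged fields per well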
Lipid droplet cells 6.5 µM: also measured in Lipid droplet; calls as there; cell count; measured here: cell count, cytotoxicity flag;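 cells counted across two imaged fields per well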
MT stabilizer Hoechst-high %: second read-out of MT stabilizer, no call of its own (marks repeat the call); % Hoechst-high responders; measured here: nuclear condensation Hoechst responders;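 share of cells brighter than vehicle mean plus two SD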
MT stabilizer cytotoxicity %: further read-out of MT stabilizer, marked with its call; toxicity, %; measured here: cytotoxicity by cell density;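 0% = mean cell density of plate MIN control wells and 100% = no cells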
Autophagy mod cell loss 18 h: further read-out of Autophagy mod, marked with its call; toxicity, %; measured here: cell loss, nuclei count;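 cell loss after 18 h compound exposure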
* = called active by the depositor; i = inactive; · = no result given; + = active, no number.

SMILES | P. falciparum M1AAP | Yfh1-off respiration | MT stabilizer | MT stabilizer Hoechst-high % | MT stabilizer cytotoxicity % | M17LAP inhibition | CSM14.1 death rescue | Insulin prom up | Insulin prom up cell count | Lipid droplet | Lipid droplet cells 6.5 µM | Autophagy mod | Autophagy mod cell loss 18 h | Dynein cargo inh | Dynein cargo inh cytoplasmic EGFP | Dynein cargo inh nuclear GR-EGFP | Dynein cargo inh cell count
CCN(CC)CC(=O)Nc1ccc(Oc2ccc(NC(=O)CN(CC)CC)cc2)cc1 | 6.1% | i | 3.9 | 4.5 | 10.9 | -6.2% | -2.6% | 0.38 | 1456 | -0.9 | 666 | i | 1.0 | 0.407 | -0.215 | 0.647 | -0.949
O=C1NCCN(Cc2cccc(Oc3ccccc3)c2)C1CC(=O)N1CCCCO1 (centres undefined) | 1.7% | i | 4.4 | 2.2 | 4.8 | 3.9% | -0.5% | · | · | -2.6 | 679 | i | 17.6 | 0.000984 | -0.205 | 0.0401 | -0.0243
CCCCCc1c(C)nc(NCc2ccccc2)[nH]c1=O | 8.0% | i | 3.3 | 2.4 | 9.9 | -10.6% | -2.7% | 0.48 | 1107 | · | · | i | -10.2 | -0.152 | -0.193 | 0.154 | 0.675
CCN(CC)C(=O)CSc1ncnc2sc(-c3ccccc3)cc12 | 8.6% | i | 4.0 | 1.6 | 8.7 | 23.0% | -0.6% | 0.25 | 765 | -17.9 | 761 | i | 13.0 | 1.11 | -0.19 | 0.612 | -1.22
CN1CCC(OC(=O)c2cccc(Br)c2)CC1 | 7.6% | i | 1.7 | 1.1 | 5.5 | -3.5% | -3.8% | · | · | 7.7 | 823 | i | 5.9 | -0.803 | 0.0904 | -0.443 | 0.325
CCN(CC)CCCNC(=O)c1cc(-c2ccc(O)cc2)on1 | 8.2% | i | 3.1 | 2.6 | 8.2 | -3.4% | -0.5% | 0.22 | 1013 | · | · | · | · | -1.64 | -0.21 | -0.811 | 0.571
CN(Cc1cccc2ncccc12)C(=O)CC1C(=O)NCCN1Cc1ccc(F)cc1 (centres undefined) | 10.5% | i | 2.0 | 1.7 | 6.1 | -2.6% | -0.8% | 0.7 | 1413 | 3.0 | 688 | i | 15.2 | -0.737 | -0.0656 | -0.513 | 1.59
O=C(/C=C/c1ccco1)Nc1ccccc1N1CCCCC1 | 0.2% | i | 3.7 | 1.5 | 1.7 | -2.4% | 4.6% | -0.17 | 1653 | -10.3 | 660 | i | 6.8 | -0.133 | -0.364 | -0.0968 | 0.436
COc1ccc(/C=C/C(=O)Nc2ccc(C34CC5CC(CC(O)(C5)C3)C4)cc2)cc1OC | 4.4% | i | 8.1 | 4.5 | 4.8 | -5.7% | -7.8% | -3.36 | 1249 | 4.9 | 636 | i | 5.6 | 1.24 | -0.233 | 1.68 | -1.13
c1ccc(-c2nc(NCc3ccco3)c3oc4ccccc4c3n2)cc1 | 11.9% | i | 1.4 | 1.0 | 11.3 | 7.6% | 0.3% | -0.78 | 1515 | · | · | i | -3.5 | -1.07 | -0.235 | -1.34 | 0.574
NC(=O)N/N=C/C=C/c1ccccc1 | 1.4% | i | 6.2 | 1.4 | 2.9 | -3.3% | -0.8% | 0.09 | 1510 | -5.2 | 686 | i | -3.4 | -0.0119 | 0.546 | 0.0753 | 0.842
C=CCNCC(=O)N1N=C(c2ccc3ccccc3c2)CC1c1ccc(OC)cc1 (centres undefined) | 3.5% | i | 3.4 | 2.6 | 2.1 | 15.2% | -0.7% | 0.23 | 1398 | -2.6 | 683 | + | -10.7* | -0.239 | -0.22 | -0.405 | 0.931
C(=N\Nc1ncnc2sc3c(c12)CCC3)/c1ccncc1 | 14.2% | i | 2.5 | 1.9 | 2.7 | 1.5% | -3.0% | -2.09 | 1216 | · | · | i | 18.2 | 1.37 | 0.0366 | 1.42 | -1.61
COc1ccccc1N(CC(O)CN1C(=O)NC(C)(C)C1=O)S(=O)(=O)c1ccc(C)cc1 (centres undefined) | 0.3% | i | 2.1 | 1.8 | 11.9 | -2.1% | -1.2% | 0.05 | 1024 | · | · | i | -12.3 | -0.287 | -0.212 | -0.14 | 0.946
O=C(Nc1ccc(Br)cn1)C1CCN(S(=O)(=O)c2cccs2)CC1 | -6.8% | i | · | · | · | -7.0% | · | 0.26 | 1054 | -16.7 | 686 | · | · | 0.913 | -0.223 | 0.338 | -0.598
CCOC(=O)C1(CCc2ccccc2)CCN(C(=O)c2cc(C)nc(C)n2)CC1 | -3.6% | i | 1.7 | 2.1 | 6.1 | -3.5% | 0.1% | 0.82 | 1375 | -0.1 | 637 | i | 16.0 | 3.19 | -0.0399 | 1.8 | -1.6
CC(C)c1ccc(NC(=O)COc2ccc(S(=O)(=O)N3CCOCC3)cc2)cc1 | 3.6% | i | 1.2 | 1.1 | 4.7 | -4.4% | 0.4% | -0.43 | 922 | 5.2 | 795 | i | -6.1 | 4.32 | 0.374 | 3.38 | -2.62
COc1cc(C(c2sc3nc(C)nn3c2O)N2CC(C)OC(C)C2)cc(OC)c1OC (centres undefined) | 5.4% | i | 6.3 | 1.7 | 10.8 | 13.7% | · | 1.61 | 2057 | -28.5 | 522 | i | -0.2 | 0.389 | -0.227 | 0.389 | 0.616
Cc1[nH]n2c(=O)c3c(nc2c1-c1cccc2ccccc12)CCC3 | 15.9% | i | 2.4 | 1.4 | 7.6 | 3.7% | 0.3% | · | · | · | · | i | -24.9 | -0.251 | -0.232 | -0.302 | 0.289
Brc1ccc(C2=CSC3=NCCN23)cc1 | 4.2% | i | 5.0 | 1.5 | 7.7 | 8.7% | -0.2% | -0.69 | 1244 | 1.1 | 717 | i | -4.5 | 0.235 | -0.258 | 0.0372 | -0.613
CCOC(=O)C1=C(C)N=C2SC(C)C(=O)N2C1c1ccc(OC(C)=O)c(OCC)c1 (centres undefined) | -2.9% | · | 2.0 | 1.8 | 18.2 | 27.8% | -2.1% | -0.38 | 1807 | 2.1 | 639 | i | 8.4 | 1.24 | -0.341 | 0.89 | 0.401
CCC(C)Nc1nc2c(c(=O)n(C)c(=O)n2C)n1Cc1ccc(Cl)cc1 (centres undefined) | -1.3% | i | · | · | · | 5.9% | · | 1.47 | 732 | -15.8 | 612 | · | · | -0.0469 | -0.701 | 0.355 | -0.864
CCc1nnc2cccc(Cl)n12 | 2.3% | i | 2.6 | 2.2 | 4.5 | 11.1% | 0.7% | 0.13 | 1631 | -5.6 | 691 | i | 32.7 | -0.237 | -0.312 | -0.106 | -0.267
O=C(CN1C(=O)c2cccc3cccc(c23)C1=O)N1CCCCC1 | 0.8% | i | 1.5 | 2.4 | 1.8 | -36.5% | -1.3% | 1.42 | 1431 | -13.5 | 663 | i | 9.6 | -0.287 | 0.119 | 0.566 | -1.88
CC1Cc2cc(/C=C3/SC(=S)NC3=O)ccc2O1 (centres undefined) | 13.8% | i | · | · | · | 23.3% | · | 0.33 | 1111 | 29.2 | 684 | · | · | 0.359 | -0.269 | 0.267 | -0.49

The list goes on; it opens with the two that closed the last part.
SMILES | P. falciparum M1AAP | Yfh1-off respiration | MT stabilizer | MT stabilizer Hoechst-high % | MT stabilizer cytotoxicity % | M17LAP inhibition | CSM14.1 death rescue | Insulin prom up | Insulin prom up cell count | Lipid droplet | Lipid droplet cells 6.5 µM | Autophagy mod | Autophagy mod cell loss 18 h | Dynein cargo inh | Dynein cargo inh cytoplasmic EGFP | Dynein cargo inh nuclear GR-EGFP | Dynein cargo inh cell count
O=C(CN1C(=O)c2cccc3cccc(c23)C1=O)N1CCCCC1 | 0.8% | i | 1.5 | 2.4 | 1.8 | -36.5% | -1.3% | 1.42 | 1431 | -13.5 | 663 | i | 9.6 | -0.287 | 0.119 | 0.566 | -1.88
CC1Cc2cc(/C=C3/SC(=S)NC3=O)ccc2O1 (centres undefined) | 13.8% | i | · | · | · | 23.3% | · | 0.33 | 1111 | 29.2 | 684 | · | · | 0.359 | -0.269 | 0.267 | -0.49
O=C(COc1ccccc1-c1ccccc1)NCCN1C(=O)S/C(=C\c2cccnc2)C1=O | -2.2% | i | 2.0 | 3.4 | 10.4 | -2.4% | -1.7% | 1.31 | 1486 | 2.1 | 645 | i | 3.0 | 0.301 | -0.254 | 0.0615 | -0.271
NC(=O)c1sc(=S)n2c1[nH]c(=O)c1sccc12 | 17.2% | i | 4.3 | 2.4 | 3.5 | 4.2% | -2.0% | · | · | 2.6 | 641 | i | 0.0 | -0.275 | -0.311 | -0.119 | 0.242
Cc1ccccc1NC(=O)/C=C/c1cccs1 | 5.3% | i | 3.2 | 3.0 | 5.8 | 5.2% | · | 0.07 | 1299 | -0.1 | 690 | i | 18.4 | 0.754 | -0.156 | 0.308 | -1.47
CC1(C)Cc2ccccc2-c2nnc(-c3ccc(O)cc3)n21 | -5.5% | · | 2.5 | 3.4 | 4.2 | 9.1% | 4.5% | -0.01 | 1143 | · | · | i | -5.0 | -0.489 | 0.0142 | 0.00234 | 0.775
Oc1ccc(Cl)cc1Cc1cc(Cl)ccc1O | -4.1% | i | 3.7 | 1.3 | 13.2 | 10.8% | -2.7% | · | · | -28.9 | 748 | i | 23.9 | -1.18 | 0.27 | -0.354 | -0.316
COc1ccc([C@H]2Oc3cc(O)cc(O)c3C(=O)C2[C@@H]2C(=O)c3c(O)cc(O)cc3O[C@@H]2c2ccc(OC)cc2)cc1 (some centres undefined) | 0.3% | i | · | · | · | -0.9% | · | · | · | -2.4 | 749 | · | · | 1.6 | -0.627 | 1.33 | -1.57
CCOC(=O)c1c(C)oc2cc(Br)c(O)c(Br)c12 | 16.3% | i | 5.5 | 3.9 | 3.0 | -6.6% | · | -1.47 | 2049 | -1.0 | 664 | i | 20.2 | -1.4 | -0.226 | -0.341 | 0.686

Source: PubChem
